MrgX1 agonist: activates human MrgX1 receptor signaling | Q96LB2 | MrgX1-HEK293 cells, Fluo-4 calcium fluorescence, agonist mode; hits give high values | B-score at 10 µM | 310,000 tested, 0.44% active | AID 588627;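 active = calcium response B-score plate-corrected fluorescence ratio at least 3 library SD, with starting fluorescence B-score inside 5 SD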
Target sequence (Q96LB2 whole entry, looked up): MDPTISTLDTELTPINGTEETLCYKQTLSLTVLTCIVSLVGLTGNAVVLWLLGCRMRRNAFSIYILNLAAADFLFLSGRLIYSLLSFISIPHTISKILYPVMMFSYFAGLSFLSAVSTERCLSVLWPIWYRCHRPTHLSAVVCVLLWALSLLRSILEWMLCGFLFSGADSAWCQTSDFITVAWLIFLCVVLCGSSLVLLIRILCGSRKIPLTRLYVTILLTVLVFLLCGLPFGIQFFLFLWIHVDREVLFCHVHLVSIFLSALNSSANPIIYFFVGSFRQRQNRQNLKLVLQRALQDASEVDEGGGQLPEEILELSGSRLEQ
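Material: MrgX1-expressing HEK293 cells / Dosing: compound as first of three additions / Incubation: overnight seeding, then 1 h dark dye loading / Signal: Fluo-4 NW calcium fluorescence / Evaluation: B-scored fluorescence response ratio / Benchmarks: positive and negative control wells on each plate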
HDAC3 inhib: blocks human histone deacetylase 3; O15379; recombinant HDAC3, fluorogenic peptide/trypsin coupled, fluorescence; inhibition, % at 8.3 µM; 320,000 tested, 0.15% active; AID 2718; in the data active = inhibition above about 26%, passing the limit was not always enough; inconclusive = no clear call, values can overlap the other calls
Target sequence (O15379 whole entry, looked up): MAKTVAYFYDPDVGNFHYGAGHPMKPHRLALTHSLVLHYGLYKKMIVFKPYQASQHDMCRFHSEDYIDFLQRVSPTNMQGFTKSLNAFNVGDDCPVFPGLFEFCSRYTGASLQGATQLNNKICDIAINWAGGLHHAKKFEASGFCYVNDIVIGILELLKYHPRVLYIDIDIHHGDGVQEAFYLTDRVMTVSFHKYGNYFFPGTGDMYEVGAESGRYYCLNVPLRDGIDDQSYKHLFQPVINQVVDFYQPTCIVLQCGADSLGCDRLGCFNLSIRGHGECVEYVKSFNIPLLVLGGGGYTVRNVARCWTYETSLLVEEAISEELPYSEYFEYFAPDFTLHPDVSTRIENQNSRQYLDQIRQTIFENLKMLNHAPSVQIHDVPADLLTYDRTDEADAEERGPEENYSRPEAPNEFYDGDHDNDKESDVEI
ANO1 block: mouse TMEM16A channel inhibition, primary screen | Q8BHY3 | normalized B-score (activity score, 25-100; higher = stronger inhibition) at 10 µM | HEK293 TMEM16A/YFP iodide influx fluorescence, ionomycin | 310,000 tested, 1.2% active;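 active = ratio plate-corrected score three or more library SD toward inhibition, starting fluorescence score within five deviations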;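 note: score derived from kinetic fluorescence span divided by baseline fluorescence per well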
MrgX1 antagonist: antagonists of human MrgX1 receptor; Q96LB2; AID 588676; 310,000 tested, 1.3% active; B-score at 10 µM; MRGX1-HEK293 calcium flux, Fluo-4, BAM8-22 antagonism; hits give low values;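 active = calcium-response B-score plate-corrected more than 3 library SD below zero, starting fluorescence within 5 deviations, no agonist response on first addition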;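 note: peak minus trough fluorescence over baseline after final BAM8-22 challenge near maximal dose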
TRPC6 inh: inhibitors of mouse TRPC6 channel; Q61143; HEK293-TRPC6, membrane potential dye, ACh-evoked depolarization; hits give low values; B-score at 10 µM; 310,000 tested, 1.1% active;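 active = B-score under library mean minus 3 SD, initial fluorescence not abnormally high, positive integrated signal ratio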;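 note: B-score derived from integrated fluorescence ratio over the kinetic read; more negative B-score means stronger inhibition of depolarization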
ANO1 activ: mouse TMEM16A channel activation, primary screen; Q8BHY3; HEK293 TMEM16A/YFP-H148Q/I152L, iodide quench fluorescence; hits give low values; B-score at 10 µM; 340,000 tested, 0.3% active; AID 623877;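 active = fluorescence-ratio B-score plate-corrected deviation score at least 3 library SD below zero, with starting fluorescence score within 5 deviations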;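 note: channel opened by trigger with iodide after compound preincubation; score built on the fluorescence ratio of max minus min over baseline; more negative score means more quench and so TMEM16A activation or potentiation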
SKKanGAS inh: SKKanGAS growth inhibition; S. pyogenes SKKanGAS, kanamycin growth, BacTiter-Glo, 6 h; 300,000 tested, 1.3% active; inhibition, % at 7.5 µM;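 active = mean replicate score, as percent of positive control median, at least 50; inconclusive = mean below 50 but one replicate at or above 50; inactive = mean and every replicate below 50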;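 note: strain carries kanamycin resistance gene driven by streptokinase promoter and grows in 40 µg/ml kanamycin; loss of luminescence reflects streptokinase promoter inhibition or plain growth inhibition; 0% = median of DMSO wells and 100% = positive control at its reference dose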
TRPC6 act: activates the mouse TRPC6 cation channel | HEK293-TRPC6 membrane potential dye fluorescence; hits give high values | B-score at 10 µM | 310,000 tested, 0.13% active;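 active = B-score of the integrated fluorescence ratio above library mean plus 3 SD, and starting fluorescence ratio within library mean plus 5 SD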;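 note: higher score means more depolarization so channel activation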
RGS4 block: human RGS4 inhibition. 310,000 tested, 0.45% active. B-score at 10 µM. HEK293 M3R/RGS4 inducible, Fluo-4 calcium flux; hits give high values; triggered by carbachol at its EC20;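 active = B-score, a plate-corrected calcium signal, over three deviations above library mean, with baseline fluorescence within five deviations of library mean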;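 note: RGS4 expression induced by doxycycline in cells with stable M3 receptor; B-score is computed from the integrated fluorescence ratio over baseline after carbachol; higher B-score means a larger calcium signal and so more RGS4 inhibition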
Target sequence (P49798 whole entry, looked up): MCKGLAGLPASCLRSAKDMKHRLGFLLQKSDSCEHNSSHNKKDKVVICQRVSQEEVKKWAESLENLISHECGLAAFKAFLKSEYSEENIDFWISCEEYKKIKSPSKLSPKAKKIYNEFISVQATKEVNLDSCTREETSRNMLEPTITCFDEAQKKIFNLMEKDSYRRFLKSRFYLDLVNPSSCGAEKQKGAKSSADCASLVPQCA
RGS4 act: RGS4 potentiation or activation; B-score at 10 µM; 310,000 tested, 0.92% active; HEK293 M3R/inducible RGS4, carbachol calcium flux Fluo4; hits give low values;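 active = B-score of the integrated calcium signal more than 4 SD below the library mean, with starting fluorescence not abnormally high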;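 note: negative B-score means reduced calcium response which marks RGS4 activation or potentiation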
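Also added: carbachol at ECmax as muscarinic agonist stimulus; Assay system: HEK293 cells with stable M3R and inducible RGS4; Timing: overnight RGS4 induction, 30 min dye load 37 °C, 20 min compound RT; Measured by: Fluo4-AM (2 µM) calcium-flux fluorescence, kinetic read.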
MrgX1 allo act: allosterically activates human MrgX1 receptor signaling | B-score at 10 µM | 310,000 tested, 0.63% active | MrgX1-HEK293, Fluo-4 calcium flux, FDSS; hits give high values;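 active = plate-corrected calcium response at least 3 library SD above typical, normal starting fluorescence, not activating the receptor alone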;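 note: compound read alongside a low EC10 to EC30 dose of BAM8-22 agonist; peak minus trough fluorescence over baseline measured at the second addition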
Starred values were filed as active, the others as inactive; i = inactive; u = inconclusive; x = not tested or not shown.

SMILES	MrgX1 agonist	HDAC3 inhib	ANO1 block	MrgX1 antagonist	TRPC6 inh	ANO1 activ	SKKanGAS inh	TRPC6 act	RGS4 block	RGS4 act	MrgX1 allo act
CNC(=S)Nc1cccc(S(=O)(=O)NC2=NCCC2)c1	i	2	i	i	i	i	-2	i	i	i	i
CC1C(=O)Nc2ccc(S(=O)(=O)NCCc3ccc(Cl)cc3)cc2NC1=O (centres undefined)	i	4	i	i	i	i	-5	i	i	i	i
Cc1cc(C)nc(N(C#N)CC(=O)Nc2ccccc2)n1	i	-4	i	i	i	i	-3	i	i	i	i
Cc1coc(C)c1C(=O)CC1(O)C(=O)N(Cc2ccccc2)c2ccccc21 (centres undefined)	i	-2	i	i	i	i	16	i	i	i	i
COC(=O)c1ccc(CSc2ccc3nnc(-c4ccccc4)n3n2)o1	i	3	i	i	i	i	-7	i	i	i	i
CC1(C)SC(=S)N(Cc2ccc3c(c2)OCO3)C1N(O)C(=O)NC1CCCCC1 (centres undefined)	i	-4	i	i	x	i	11	x	x	x	i
COCCSc1nnc(NC(=O)c2ccc3c(c2)OCO3)s1	i	5	i	i	i	i	11	i	i	i	i
Cc1ccc2c(c1)N(Cc1ccc3c(c1)OCO3)C(=O)C(C)O2 (centres undefined)	i	6	i	i	i	i	-4	i	i	i	i
Cc1ccc(CN2CCCN(Cc3c(C)cc(C)cc3C)S2(=O)=O)cc1	i	11	i	i	i	i	44	i	i	i	i
CC1=NCCN1CCNC(=O)Nc1ccc(C(C)(C)C)cc1	i	-8	i	i	i	i	4	i	i	i	i
COC(=O)/C(=C\C=C\c1ccccc1)NC(=O)c1ccccc1	i	11	i	i	i	i	8	i	i	i	i
O=C(NC(NC(=S)Nc1ccccc1O)C(Cl)(Cl)Cl)c1ccco1 (centres undefined)	i	-2	i	i	i	i	10	i	i	i	i
Cc1ccc(OCC(O)Cn2c(N3CCOCC3)nc3c2c(=O)[nH]c(=O)n3C)cc1 (centres undefined)	i	-6	i	i	i	i	-3	i	i	i	i
CCOC(CNC(=O)Cn1nc(Cc2ccncc2)c2ccccc2c1=O)OCC	i	10	i	i	i	i	0	i	i	i	i
CCC1Oc2ccc(C)cc2N(CC(=O)NCCN2C(C)CCCC2C)C1=O (centres undefined)	i	-1	i	i	i	i	2	i	i	i	i
CC(C)c1c(C(=O)N/N=C/c2ccsc2)nnn1-c1nonc1N	i	3	i	i	i	i	19	i	i	i	i
CC1CC(C)CN(CC(=O)N2CCOCC2)C1 (centres undefined)	i	-2	i	i	i	i	-3	i	i	i	i
Cc1cc2ccccc2cc1CN1CCOCC1	i	4	i	i	i	i	-4	i	i	i	i
CC1(C)CC(=O)C2=C(C1)N(CCN1CCOCC1)C1=C(C(=O)CC(C)(C)C1)C2c1cccc(Cl)c1	i	-17	i	i	i	i	0	i	i	i	i
O=C(OCC(=O)N1CCC(Cc2ccccc2)CC1)c1ccccc1NCCO	i	-16	i	i	i	i	3	i	i	i	i
COc1ccc(S(=O)(=O)N2CCN(S(=O)(=O)c3ccc4c(c3)OCCO4)CC2)cc1	i	3	i	i	i	i	-6	i	i	i	i
Cc1ccc(NC(=S)Nc2ccc(S(=O)(=O)Nc3ncccn3)cc2)cc1Cl	i	2	i	i	i	x	-27	i	i	i	i
COc1ccc(S(=O)(=O)N2CCC(C(=O)NC3CCCC3)CC2)cc1OC	i	3	i	i	i	i	10	i	i	i	i
N#Cc1c(NC(=O)c2cccc(S(=O)(=O)Nc3ccc(C(=O)O)cc3)c2)sc2c1CCCC2	i	8	i	i	i	i	8	i	i	i	i
Cc1ccc(S(=O)(=O)N(C)C)cc1NC(=O)C(C)OC(=O)c1ccc2c(c1)OCCO2 (centres undefined)	i	-3	i	i	i	i	-10	i	i	i	i

Remaining list, next part.
SMILES	MrgX1 agonist	HDAC3 inhib	ANO1 block	MrgX1 antagonist	TRPC6 inh	ANO1 activ	SKKanGAS inh	TRPC6 act	RGS4 block	RGS4 act	MrgX1 allo act
Cc1ccc2nc(N(CCN(C)C)C(=O)c3ccc4c(c3)OCCO4)sc2c1	i	14	i	i	i	i	8	i	i	i	i
COC(=O)c1sc(S(=O)(=O)N2CCN(c3ccccc3)CC2)c(C(=O)OC)c1C	i	-2	i	i	i	i	19	i	i	i	i
O=C(NCCSCc1ccco1)Nc1ccccc1	i	x	i	i	i	i	9	i	i	i	i
CC1C(c2ccccc2)C(C#N)(C#N)C2(C#N)C(=O)NC1(N)C2C (centres undefined)	i	-2	i	i	i	i	-2	i	i	i	i
CC(=O)Nc1ccc(C(=O)N2CCCC2)cc1	i	u	i	i	i	i	-2	i	i	i	i
Cn1c(Cl)cnc1C(O)c1ccccc1 (centres undefined)	i	-4	i	i	i	i	-7	i	i	i	i
CCOc1ccc(C(C(=O)NCC2CCCO2)N(Cc2cccnc2)C(=O)c2snc(C(N)=O)c2N)cc1 (centres undefined)	x	x	x	x	i	i	-1	i	i	i	x
CCCCCC1CC(CC/C(C)=N/NC(N)=O)C(=O)O1 (centres undefined)	i	1	i	i	i	i	-10	i	i	i	i
Cc1ccccc1Nc1ncnc2c1cnn2Cc1ccccc1	i	-4	i	i	i	i	6	i	i	i	i
Cc1nnc(SCC(=O)Nc2ncc(Cc3ccc(F)cc3)s2)n1N	i	0	i	i	i	i	-4	i	i	i	i
CCCCCC(=O)N/N=C/c1cccs1	i	2	i	i	i	i	-5	i	i	i	i
CCN(CC)c1ccc(NC(=O)CN2C(=O)CSc3ncccc32)c(C)c1	i	8	i	i	i	i	-1	i	i	i	i
CN(C(=O)c1ccncc1)c1nnc(-c2ccncc2)s1	i	-12	i	i	i	i	2	i	i	i	i
COc1cccc(/C=C2\N=C3CCCCCN3C2=O)c1	i	7	i	i	i	i	6	i	i	i	i
CCn1c(-c2cc(Cl)ccc2OC)n[nH]c1=S	i	-1	i	i	i	i	2	i	i	i	i
COc1ccc(CCNC(=O)C2CC(c3ccccc3[N+](=O)[O-])=NO2)cc1 (centres undefined)	i	-5	i	i	i	i	9	i	i	i	i
CCOC(=O)C1(CCCc2ccccc2)CCN(CCCn2cccn2)CC1	i	1	i	i	i	i	5	i	i	i	i
CCC(=O)Nc1ccc(C(=O)CSc2nc3ccccc3[nH]2)cc1	i	3	i	i	i	i	-1	i	i	i	i
O=C(COc1ccc(Br)cc1)NCCCNC(=O)c1cnccn1	i	-3	i	i	i	i	-2	i	i	i	i
N#CC1=C(N)N(c2ccc(Cl)c(Cl)c2)C(=O)C1	i	2	i	i	i	i	10	i	i	i	i
CC(NS(=O)(=O)c1ccccc1)C(=O)Nc1ccc(S(N)(=O)=O)cc1 (centres undefined)	i	-2	i	i	i	i	0	i	i	i	i
COc1ccccc1N1CCN(C(=O)CCn2c(=O)[nH]c3ccccc3c2=O)CC1	i	2	i	i	i	i	0	i	i	i	i
Cc1ccc(CCNC(=O)CN(C)S(=O)(=O)c2ccc3c(c2)n(C)c(=O)c(=O)n3C)cc1	i	-1	i	i	i	i	-7	i	i	i	i
CN(C)c1ccc(C(=O)OCC(=O)c2cccs2)cc1	i	-1	i	i	i	i	-3	i	i	i	i
COc1ccc(OC)c(NC(=O)NC2(C(F)(F)F)Oc3ccccc3O2)c1	i	1	i	i	i	i	-9	i	i	i	i

New compounds follow
SMILES	MrgX1 agonist	HDAC3 inhib	ANO1 block	MrgX1 antagonist	TRPC6 inh	ANO1 activ	SKKanGAS inh	TRPC6 act	RGS4 block	RGS4 act	MrgX1 allo act
CCN(Cc1ccc(OC)c(F)c1)C(=O)C1CCCO1 (centres undefined)	i	-3	i	i	i	i	0	i	i	i	i
Clc1ccc(OCCn2cnc(Cl)c2Cl)cc1	i	3	i	i	i	i	-5	i	i	i	i
CCc1nccn1CCC(=O)N1CCCC(Nc2ccc(C(C)C)cc2)C1 (centres undefined)	i	4	i	i	i	i	1	i	i	i	i
Cc1ccc(CNC(=O)C2CCC(CNc3c(N4CCC(C)CC4)c(=O)c3=O)CC2)cc1 (centres undefined)	i	1	i	i	i	i	-13	i	i	i	i
CC(=O)CNc1ccc(S(=O)(=O)N/N=C/c2ccccc2)cc1	i	x	i	i	i	i	6	i	i	i	i
CC(C)C[C@@H](CSc1ccccc1)N1CCN(C)CCC1=O	i	4	i	i	i	i	7	i	i	i	i
Cc1cc(NC(=O)c2noc3c2CCCC3)nn1Cc1ccc(Cl)cc1	i	3	i	i	i	i	4	i	i	i	i
CCCCNC(=O)C1CCCN(S(=O)(=O)c2ccc(-n3cnnn3)cc2)C1 (centres undefined)	i	-4	i	i	i	i	-5	i	i	i	i
Cc1cccc(N2CCN(c3ccc(C(N)=O)cc3[N+](=O)[O-])CC2)c1C	i	-2	i	i	i	i	0	i	i	i	i
O=c1cc(CSc2ccc(Cl)cc2)[nH]c2[nH]n(-c3ccccc3)c(=O)c12	i	4	i	i	i	i	-2	i	i	i	i
O=C(N/N=C1\CCCCc2ccccc21)c1ccccn1	i	11	i	i	i	i	-6	i	i	i	i
CC(C)CN(CC(C)C)C(=O)CCCC(=O)N(CC(C)C)CC(C)C	i	3	i	i	i	i	-2	i	i	i	i
CC1(c2ccccc2)NC(=S)N2C1NC(=S)N2c1ccccc1 (centres undefined)	i	0	i	i	i	i	2	i	i	i	i
Cc1ccc2cc(CCNC(=O)CCCc3ccccc3)c(=O)[nH]c2c1	i	-6	i	i	i	i	-4	i	i	i	i
O=C(CSc1nnc(-c2ccc(F)cc2)c2ccccc12)Nc1c(F)cccc1F	i	7	i	i	i	i	-9	i	i	i	i
CC(C)c1nnc(NC(=O)CCC(=O)NCCc2ccccc2)s1	i	1	i	i	i	i	-3	i	i	i	i
CCc1nnc(NC(=O)C23CC4CC(CC(C4)C2)C3)s1	i	-7	i	i	i	i	15	i	i	i	i
O=C(NC1CCCCC1)N1CCN(c2nc(-c3ccccc3)cs2)CC1	i	4	i	i	i	i	-2	i	i	i	i
OCCN(CC#CCn1c2ccccc2c2ccccc21)CCO	i	-10	i	i	i	i	-9	i	i	i	i
C=CCn1c(SCc2nc3sc(C(=O)O)c(C)c3c(=O)[nH]2)nnc1-c1ccccc1	i	u	i	i	i	i	-10	i	i	i	i
COc1cc(C2CC(=O)Nc3n[nH]c(-c4ccccc4)c32)cc(OC)c1OC (centres undefined)	i	3	i	i	i	x	-9	i	i	i	i
